HSF-1 GFP decrease: decrease of heat-induced HSF-1 GFP reporter, dose response, NIH3T3 R4 cells, GFP/RFP, cherry-pick, set 3 (AID 493083). 4% of 2,400 active. AC50 in µM for hits, for the others activity change, negative = inhibition, % at the top dose, mostly 19.5 µM. NIH3T3 R4 HSF-1 GFP reporter, heat shock, 48 h;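 active = compounds lowering signal whose fitted AC50 is at most ten times the top tested dose; inconclusive = flat fit with moderate inhibition, or poor curve fit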;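 note: 0% = neutral control wells and -100% = didemnin B positive control; many of its hits are not listed in these tables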
* = called active by the depositor; i = inactive; ? = inconclusive. The list is partial; the hit share may differ from the screen's.

nr | HSF-1 GFP decrease | structure
1 | i | COc1ccc2[nH]c(=O)c(CN(Cc3cccs3)S(=O)(=O)c3c(C)ccc4nsnc34)cc2c1
2 | -7% | Cc1ccc(S(=O)(=O)n2ccc(=O)[nH]2)cc1
3 | -1% | COc1ccc(CNC(=O)C(=O)c2cn(CC(=O)N3CCOCC3)c3ccccc23)cc1
4 | 3% | CCn1c(NC(=S)Nc2ccccc2)nc2ccccc21
5 | 29% | COc1ccc(NS(=O)(=O)c2ccc(-c3ccccn3)s2)cc1
6 | 2% | O=C(Oc1ccccc1Cl)c1ccc(-n2cncn2)nc1
7 | 7% | Cn1c(=O)c2c(nc(Sc3ncnn3CC(=O)N3CCOCC3)n2C)n(C)c1=O
8 | -3% | O=C(CSc1nnnn1CCCO)Nc1ccc2c(c1)OCO2
9 | 0% | CC(C)(C)Cc1nnc(NS(=O)(=O)c2ccc(F)cc2)s1
10 | 2% | CCOc1ccc(NC(=S)Nc2ccc(OC(F)(F)F)cc2)cc1
11 | 4% | CC(N1CCOC1=O)S(=O)(=O)c1ccccc1 (stereo not given)
12 | -2% | COc1ccc(NC(=O)CN(C)CC(=O)Nc2ccc3c(c2)CCC3)cc1
13 | -6% | COC(=O)CCC(=O)NNC(=O)c1cccc(Br)c1
14 | 3% | Nc1nc(N)c2nc(-c3ccccc3)c(N)nc2n1
15 | 13% | CCOc1ccc(NCc2nnc(SCc3ccccc3Cl)n2-c2ccccc2)cc1
16 | 7% | CCOc1ccc(CNC(c2ccccc2)c2ccccc2)cc1
17 | -8% | COc1ccc(OC)c(C(=O)c2ccc(C(=O)O)cc2)c1
18 | 1% | O=C(c1ccccc1)N1CCN(CC2CC=CCC2)CC1 (stereo not given)
19 | 76% | O=C(CCl)N(C/C=C/c1ccccc1)c1ccc2c(c1)OCCO2
20 | 14% | COc1ccccc1NS(=O)(=O)c1ccc(C)c(C(N)=O)c1
21 | -2% | CC1C=Cc2ccccc2N1C(=O)c1ccccc1 (stereo not given)
22 | 15µM* | COc1cc(C2CC(c3cccs3)=NN2C(=O)CCl)ccc1OC(F)F (stereo not given)
23 | -4% | S=c1[nH]nc(-c2cnccn2)n1-c1ccccc1
24 | ? | Cc1ccc(NC(=O)C2=C(c3ccccc3)S(=O)(=O)CCS2(=O)=O)cc1
25 | 11% | COc1cccc2c(C)c(C(=O)O)[nH]c12
26 | -3% | CCC(C)[C@H](NC(=O)NCc1cccc(OC)c1)C(=O)O (stereo not given in full)
27 | 9% | COc1cc(N2N=C(c3ccccc3)CC2c2ccccc2)c(C=O)cc1C=O (stereo not given)
28 | 1% | c1cc(CNc2ccc3c(c2)OCCO3)ccn1
29 | 4% | Cc1ccc(-n2c(=O)cc(N3CCN(Cc4ccccc4)CC3)[nH]c2=O)cc1
30 | -1% | CCOC(=O)c1c(C)[nH]c(C(=O)COC(=O)C2=NNC(=O)CC2)c1C
31 | -2% | Cc1oc(C(=O)O)cc1COc1ccc2c3c(c(=O)oc2c1C)CCC3
32 | -7% | O=C(O)CSc1nc(-c2ccccc2)nc2c1oc1ccccc12
33 | 20% | Cc1nc2ccccn2c1-c1ccnn1S(=O)(=O)c1ccc(F)cc1
34 | 19% | CCOc1ccc(NC(=O)c2ccc3c(=O)n(-c4ccc(OC)cc4OC)c(=S)[nH]c3c2)cc1
35 | 3% | C(#Cc1ccccc1)CN1CCN(c2ccccn2)CC1
36 | 2% | CCNC(=O)CNC(=O)c1nn(Cc2ccccc2)c(=O)c2ccccc12
37 | -3% | CCSc1nnc(NC(=O)C(Cc2ccccc2)n2cccc2)s1 (stereo not given)
38 | -2% | CCN1C(=O)C(CC(=O)Nc2ccc(OC)cc2)N(Cc2ccc3c(c2)OCO3)C1=S (stereo not given)
39 | ? | CC(C)c1nnc(NC(=O)c2nc(S(=O)(=O)Cc3ccc(F)cc3)ncc2Cl)s1
40 | -1% | COc1ccc(C(=O)Oc2ccc(/C=N/O)cc2)cc1
41 | 29% | C(=N\Nc1ccc2ccccc2n1)/c1ccc2c(c1)OCCO2
42 | -12% | CN(CC(=O)NCc1cccnc1)S(=O)(=O)c1ccc2c(c1)c(=O)n(C)c(=O)n2C
43 | -10% | CCOc1ccc(/C=N/NC(=O)C(O)c2ccccc2)c(O)c1 (stereo not given)
44 | -3% | COc1cccc(-c2cccc(NC(=O)C3CCN(Cc4ccon4)CC3)c2)c1
45 | 2% | Cc1cccc(C(=O)NC(=S)N2CCN(c3ccc([N+](=O)[O-])cc3)CC2)c1
46 | -8% | CCc1cc2c(NCCC(=O)O)nc(C)nc2s1
47 | 3% | O=C1SCC(c2ccccc2)=NN1Cc1ccccc1
48 | 2% | O=C(N/N=C/c1ccccn1)c1ccc([N+](=O)[O-])cc1
49 | 114% | Cc1nn(-c2ccccc2)c(Cl)c1CN(C(=O)CCl)c1ccc(Cl)cc1
50 | 18% | CCN(C(=O)c1cc2c(=O)[nH]c3ccc(C)cc3c2s1)c1ccc(F)cc1
51 | -10% | CN(c1ccccc1)S(=O)(=O)c1nnc(NC(=O)COc2ccccc2F)s1
52 | -2% | CC(C)CNS(=O)(=O)c1ccc(CCC(=O)N2CCOCC2)cc1
53 | 0% | COc1cccc(CC2(CO)CCN(S(=O)(=O)c3ccc(OC)cc3OC)CC2)c1
54 | 0% | Cc1cccc(Nc2nc(-c3ccc4c(c3)OCCO4)cs2)c1
55 | 4% | CCC(CNc1cc(OC)cc2cccnc12)NC1CCCCC1 (stereo not given)
56 | 4% | CC1=NN(c2ccccc2)C(=O)C1N=Nc1ccc(S(N)(=O)=O)cc1 (stereo not given)
57 | 3% | CCN(CC)S(=O)(=O)c1cccc(-c2nnc(SCC(N)=O)n2CCc2ccccc2)c1
58 | 1% | OCCN(CCO)CC(O)COc1ccc(C23CC4CC(CC(C4)C2)C3)cc1 (stereo not given)
59 | 3% | COc1ccccc1C(=O)N(CCC1CCCN1C)c1nc2ccccc2s1 (stereo not given)
60 | 23% | O=C(NCC1CCCO1)c1onc(CSc2ccc(Cl)cc2)c1C(=O)O (stereo not given)

Other results follow:
nr | HSF-1 GFP decrease | structure
61 | 3% | Cc1ccc(Nc2cc(C)c3c(O)cccc3n2)cc1C
62 | 2% | O=C(CSc1nc2ccccc2s1)N/N=C/c1ccccc1C(=O)O
63 | -2% | Cc1ccccc1OCC(=O)Nc1ccc([N+](=O)[O-])cc1
64 | -55% | COC(=O)/C=C\C(=O)Nc1cccc([N+](=O)[O-])c1
65 | 12% | CCN(CC)c1ccc(CNc2nc3ccccc3n2CCN2CCOCC2)cc1
66 | -1% | COc1ccc(N2CCN(CCCn3c(=S)[nH]c4ncccc4c3=O)CC2)cc1
67 | -4% | O=C(NCCC1CCCCN1S(=O)(=O)c1ccc(F)cc1)C(=O)Nc1ccccc1F (stereo not given)
68 | i | Cc1c(NC(=O)C2CC(c3ccc(F)cc3)=NO2)c(=O)n(-c2ccccc2)n1C (stereo not given)
69 | -1% | O=C(COC(=O)c1ccccc1-n1cnnn1)c1ccc(F)cc1
70 | 48% | COc1ccc(C(=O)C2CCCN(S(=O)(=O)c3ccccc3F)C2)c(C)c1 (stereo not given)
71 | -11% | O=C(CC1C(=O)NCCN1Cc1ccccc1F)NC1CCCCCC1 (stereo not given)
72 | -4% | O=C(CCCc1ccccc1)c1ccc2c(c1)OCCO2
73 | -1% | CC(C)N1CCN(Cc2ccc3nsnc3c2)CC1CCO (stereo not given)

Sorted by molar mass (rising): part of the list above
nr | HSF-1 GFP decrease | structure
64 | -55% | COC(=O)/C=C\C(=O)Nc1cccc([N+](=O)[O-])c1
46 | -8% | CCc1cc2c(NCCC(=O)O)nc(C)nc2s1
48 | 2% | O=C(N/N=C/c1ccccn1)c1ccc([N+](=O)[O-])cc1
61 | 3% | Cc1ccc(Nc2cc(C)c3c(O)cccc3n2)cc1C
72 | -4% | O=C(CCCc1ccccc1)c1ccc2c(c1)OCCO2
41 | 29% | C(=N\Nc1ccc2ccccc2n1)/c1ccc2c(c1)OCCO2
43 | -10% | CCOc1ccc(/C=N/NC(=O)C(O)c2ccccc2)c(O)c1 (stereo not given)
73 | -1% | CC(C)N1CCN(Cc2ccc3nsnc3c2)CC1CCO (stereo not given)
54 | 0% | Cc1cccc(Nc2nc(-c3ccc4c(c3)OCCO4)cs2)c1
69 | -1% | O=C(COC(=O)c1ccccc1-n1cnnn1)c1ccc(F)cc1
55 | 4% | CCC(CNc1cc(OC)cc2cccnc12)NC1CCCCC1 (stereo not given)
52 | -2% | CC(C)CNS(=O)(=O)c1ccc(CCC(=O)N2CCOCC2)cc1
56 | 4% | CC1=NN(c2ccccc2)C(=O)C1N=Nc1ccc(S(N)(=O)=O)cc1 (stereo not given)
71 | -11% | O=C(CC1C(=O)NCCN1Cc1ccccc1F)NC1CCCCCC1 (stereo not given)
62 | 2% | O=C(CSc1nc2ccccc2s1)N/N=C/c1ccccc1C(=O)O
50 | 18% | CCN(C(=O)c1cc2c(=O)[nH]c3ccc(C)cc3c2s1)c1ccc(F)cc1
45 | 2% | Cc1cccc(C(=O)NC(=S)N2CCN(c3ccc([N+](=O)[O-])cc3)CC2)c1
58 | 1% | OCCN(CCO)CC(O)COc1ccc(C23CC4CC(CC(C4)C2)C3)cc1 (stereo not given)
44 | -3% | COc1cccc(-c2cccc(NC(=O)C3CCN(Cc4ccon4)CC3)c2)c1
68 | i | Cc1c(NC(=O)C2CC(c3ccc(F)cc3)=NO2)c(=O)n(-c2ccccc2)n1C (stereo not given)
59 | 3% | COc1ccccc1C(=O)N(CCC1CCCN1C)c1nc2ccccc2s1 (stereo not given)
60 | 23% | O=C(NCC1CCCO1)c1onc(CSc2ccc(Cl)cc2)c1C(=O)O (stereo not given)
65 | 12% | CCN(CC)c1ccc(CNc2nc3ccccc3n2CCN2CCOCC2)cc1
49 | 114% | Cc1nn(-c2ccccc2)c(Cl)c1CN(C(=O)CCl)c1ccc(Cl)cc1
66 | -1% | COc1ccc(N2CCN(CCCn3c(=S)[nH]c4ncccc4c3=O)CC2)cc1
51 | -10% | CN(c1ccccc1)S(=O)(=O)c1nnc(NC(=O)COc2ccccc2F)s1
42 | -12% | CN(CC(=O)NCc1cccnc1)S(=O)(=O)c1ccc2c(c1)c(=O)n(C)c(=O)n2C
53 | 0% | COc1cccc(CC2(CO)CCN(S(=O)(=O)c3ccc(OC)cc3OC)CC2)c1
67 | -4% | O=C(NCCC1CCCCN1S(=O)(=O)c1ccc(F)cc1)C(=O)Nc1ccccc1F (stereo not given)
57 | 3% | CCN(CC)S(=O)(=O)c1cccc(-c2nnc(SCC(N)=O)n2CCc2ccccc2)c1

Assay outcomes: PubChem BioAssay, Broad Institute
